CRFR2-BP antag: antagonists of CRF-binding protein/CRF-R2 receptor complex. HEK293 CRF-R2/CRF-BP, CRF-induced calcium fluorescence. inhibition, % at 11.8 µM. 350,000 compounds, 0.59% hits. AID 588475;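 active = inhibition of the ligand-induced calcium signal above about 50% at the single tested concentration, limit read from the data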
GalR3 antag: antagonists of human GalR3. O60755. 360,000 compounds, 0.44% hits. inhibition, % at 3 µM. HEK293 GalR3-CNG cAMP membrane potential fluorescence; galR3 body fused to GalR1 C-terminus;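 active = inhibition above the screen-wide average plus 3 SD, cut at about 13% in these data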;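 also: forskolin and galanin both at EC90 stimulate the cells; cAMP rise reported by CNG channel membrane potential dye signal; 0% = forskolin plus galanin with DMSO and 100% = forskolin alone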
Target sequence (O60755 1-299 limits assumed): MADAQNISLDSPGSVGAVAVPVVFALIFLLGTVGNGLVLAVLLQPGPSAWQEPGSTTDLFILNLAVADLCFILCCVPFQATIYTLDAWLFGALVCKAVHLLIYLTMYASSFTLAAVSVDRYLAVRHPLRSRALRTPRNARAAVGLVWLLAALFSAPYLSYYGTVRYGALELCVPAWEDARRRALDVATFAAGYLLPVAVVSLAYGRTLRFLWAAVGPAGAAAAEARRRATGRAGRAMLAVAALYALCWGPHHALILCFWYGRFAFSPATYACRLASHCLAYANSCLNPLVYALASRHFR
CRFR2-BP ag: CRF-BP/CRF-R2 complex agonism | 350,000 compounds, 0.46% hits | activation, % at 13.2 µM | HEK293 CRF-R2/CRF-BP, calcium dye fluorescence (FLIPR); percent of saturating CRF peptide response;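 active = activation of at least 50%, plus an integration ratio under a set limit after plate pattern correction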;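 also: plate controls were neutral control wells without compound for no effect and CRF at EC100 for full effect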
An asterisk follows results filed as active. This is a subset (hit frequency here may not be typical).

What do the screens show for `CC(=O)c1ccc(-c2ccc(C(=O)Nc3nc(-c4ccccn4)cs3)o2)cc1`?
CRFR2-BP antag: 8; GalR3 antag: 3; CRFR2-BP ag: 2.3

What do the screens show for `C[C@@H]1CN([C@H](C)CO)C(=O)c2c(c3ccccc3n2C)-c2ccccc2CO[C@@H]1CN(C)Cc1ccc(O)cc1`?
CRFR2-BP antag: -21; GalR3 antag: -8; CRFR2-BP ag: 5.8

What do the screens show for `C[C@@H]1CN([C@@H](C)CO)C(=O)c2cc(Br)cnc2O[C@H]1CN(C)C(=O)NC1CCCC1`?
CRFR2-BP antag: 8; GalR3 antag: -5; CRFR2-BP ag: -1.2

Results for CCN(CC(=O)Nc1c(F)cccc1F)C(=O)c1cccn1C ?
CRFR2-BP antag: 3; GalR3 antag: -7; CRFR2-BP ag: -1.3

Results for CC1CCc2c(sc3ncnc(SCC(=O)N(C)C4CCS(=O)(=O)C4)c23)C1 (centres undefined) ?
CRFR2-BP antag: 10; GalR3 antag: 0; CRFR2-BP ag: -1.0

What do the screens show for `Cc1ccc(C(=O)COC(=O)COc2ccccc2[N+](=O)[O-])s1`?
CRFR2-BP antag: -10; GalR3 antag: -3; CRFR2-BP ag: 2.2

How did Cc1ccc(C)c(N2CCN(C(=O)CCc3nc(-c4cccc(F)c4)no3)CC2)c1 do in these assays?
CRFR2-BP antag: -4; GalR3 antag: -6; CRFR2-BP ag: 0.0

How did Cc1cn([C@H]2C[C@H](O)[C@@H](CNC(=O)CNC(=O)CN)O2)c(=O)[nH]c1=O do in these assays?
CRFR2-BP antag: 11; GalR3 antag: -4; CRFR2-BP ag: 2.6

What do the screens show for `O=C(C1CC(=O)N(c2ccc3c(c2)OCCO3)C1)N1CCN(Cc2ccccc2F)CC1` (centres undefined)?
CRFR2-BP antag: 5; GalR3 antag: -1; CRFR2-BP ag: -0.4

What do the screens show for `CC(=O)Nc1ccc(-c2cc(C(=O)O)c3cc4ccccc4cc3n2)cc1`?
CRFR2-BP antag: 8; GalR3 antag: -4; CRFR2-BP ag: 2.1

What do the screens show for `CCCNC(=O)C1(CC2CC(c3ccccc3)=NO2)CCN(C(=O)c2ccccc2)CC1` (centres undefined)?
CRFR2-BP antag: 8; GalR3 antag: -7; CRFR2-BP ag: -2.1

Results for O=C1CCCC/C=C\C[C@H](CC(=O)N(CCO)Cc2ccccc2)C(=O)N[C@@H](Cc2ccccc2)CO1 ?
CRFR2-BP antag: -12; GalR3 antag: 0; CRFR2-BP ag: -0.6

What do the screens show for `CS(=O)(=O)c1ccc(Cl)c(NC(=O)CNC(=O)c2ccc3c(c2)OCO3)c1`?
CRFR2-BP antag: -7; GalR3 antag: -6; CRFR2-BP ag: -0.1

Results for CN(CC(=O)Nc1cccc(F)c1)C(=O)c1cc([N+](=O)[O-])ccc1N1CCCCC1 ?
CRFR2-BP antag: -5; GalR3 antag: -6; CRFR2-BP ag: 2.3

How did Cc1cc(NC(=O)C(C)SCC(=O)NCc2ccc(F)cc2)no1 (centres undefined) do in these assays?
CRFR2-BP antag: -29; GalR3 antag: -3; CRFR2-BP ag: -0.6

Brought forward from above: 2 compounds; new compounds follow.
Results for CN(CC(=O)Nc1cccc(F)c1)C(=O)c1cc([N+](=O)[O-])ccc1N1CCCCC1 ?
CRFR2-BP antag: -5; GalR3 antag: -6; CRFR2-BP ag: 2.3

How did Cc1cc(NC(=O)C(C)SCC(=O)NCc2ccc(F)cc2)no1 (centres undefined) do in these assays?
CRFR2-BP antag: -29; GalR3 antag: -3; CRFR2-BP ag: -0.6

What do the screens show for `Cc1nnc(SCC(=O)Nc2cc(S(=O)(=O)N3CCOCC3)ccc2C)s1`?
CRFR2-BP antag: 12; GalR3 antag: 0; CRFR2-BP ag: 0.2

What do the screens show for `O=C(CCc1nc2ccccc2c(=O)[nH]1)NNC(=O)COc1ccc(Br)cc1`?
CRFR2-BP antag: 1; GalR3 antag: -5; CRFR2-BP ag: -0.6

Results for Cn1c(CCC(=O)Nc2ccc(F)cc2)nc2cc(S(=O)(=O)N3CCOCC3)ccc21 ?
CRFR2-BP antag: 3; GalR3 antag: 0; CRFR2-BP ag: -2.3

What do the screens show for `CCc1ccc(C(=O)CSc2nnc(C3CC3)n2C2CC2)cc1`?
CRFR2-BP antag: -7; GalR3 antag: -5; CRFR2-BP ag: -1.3

Results for Cc1cccc(NS(=O)(=O)c2ccc(C(=O)N3CC(C)OC(C)C3)cc2)c1C (centres undefined) ?
CRFR2-BP antag: -4; GalR3 antag: -6; CRFR2-BP ag: 2.5

Results for CCN(c1ccccc1)S(=O)(=O)c1cccc(C(=O)NCc2ccccn2)c1 ?
CRFR2-BP antag: -9; GalR3 antag: -2; CRFR2-BP ag: -0.7

Results for COc1cc2[nH]c(O)c(C=O)c2cc1OC ?
CRFR2-BP antag: 3; GalR3 antag: -6; CRFR2-BP ag: -1.0

Results for CC[C@]1(C(=O)OC)[C@H]2C(=O)N(C)C(=O)[C@H]2[C@H]2CN(C)C(=NCc3ccccc3)N21 ?
CRFR2-BP antag: -10; GalR3 antag: -9; CRFR2-BP ag: -2.0

How did O=C(NNC(=O)c1ccc(Br)s1)c1csc(N2CCOCC2)n1 do in these assays?
CRFR2-BP antag: -2; GalR3 antag: -6; CRFR2-BP ag: -1.1

What do the screens show for `O=C(Nc1cc(C(F)(F)F)ccc1N1CCOCC1)C1CC1`?
CRFR2-BP antag: 4; GalR3 antag: -4; CRFR2-BP ag: -1.7

Results for O=C(CCC(=O)c1ccc(Cl)cc1)OCn1nnc2ccccc2c1=O ?
CRFR2-BP antag: 3; GalR3 antag: -8; CRFR2-BP ag: -1.4

How did CCOc1ccc(S(=O)(=O)N2CCN(C(=O)c3cc4ccccc4o3)CC2)cc1 do in these assays?
CRFR2-BP antag: 9; GalR3 antag: -3; CRFR2-BP ag: 1.2

What do the screens show for `CC1CC(C)(C)CC2(C1)NC(=O)N(CC(=O)N1CCN(S(=O)(=O)c3cccc(F)c3)CC1)C2=O` (centres undefined)?
CRFR2-BP antag: 1; GalR3 antag: -1; CRFR2-BP ag: -1.4

How did CC(C)CCC1(CCO)C(=O)N=C(N)NC1=O (centres undefined) do in these assays?
CRFR2-BP antag: -7; GalR3 antag: -4; CRFR2-BP ag: 0.8

What do the screens show for `Cc1cccc2c(C(=O)O)c3cccc(C)c3nc12`?
CRFR2-BP antag: 4; GalR3 antag: 1; CRFR2-BP ag: -0.2

What do the screens show for `COCCN(C(=O)COC(=O)/C=C/c1cccc(C(F)(F)F)c1)c1c(N)n(CC(C)C)c(=O)[nH]c1=O`?
CRFR2-BP antag: -7; GalR3 antag: 1; CRFR2-BP ag: -0.5

Results for C[C@H]1CN([C@@H](C)CO)C(=O)CCCn2nncc2CO[C@@H]1CN(C)S(=O)(=O)c1ccc2ccccc2c1 ?
CRFR2-BP antag: 6; GalR3 antag: -6; CRFR2-BP ag: -0.3

How did CCCCn1c(N)c(N(CC)C(=O)Cc2ccc(S(=O)(=O)N3CCOCC3)s2)c(=O)[nH]c1=O do in these assays?
CRFR2-BP antag: 5; GalR3 antag: -2; CRFR2-BP ag: 4.2

How did COc1ccccc1CNC(=O)C1CC2Cn3c(nc4cc(C)c(C)cc43)C2N1C (centres undefined) do in these assays?
CRFR2-BP antag: 5; GalR3 antag: -7; CRFR2-BP ag: -3.0

What do the screens show for `CN(C(=O)CNc1ccccc1Cl)C1CCS(=O)(=O)C1` (centres undefined)?
CRFR2-BP antag: 1; GalR3 antag: -3; CRFR2-BP ag: -3.0

What do the screens show for `CCN(CC(=O)NCc1cccs1)C(=O)c1cccc(S(=O)(=O)Nc2ccccc2Cl)c1`?
CRFR2-BP antag: -15; GalR3 antag: -2; CRFR2-BP ag: -0.5

What do the screens show for `Cc1cc(C)cc(OCC(=O)OCc2cc([N+](=O)[O-])cc3c2OCOC3)c1`?
CRFR2-BP antag: 6; GalR3 antag: -4; CRFR2-BP ag: 0.6

Results for O=C(Nc1ccc(F)c(Cl)c1)c1ccccc1NC(=O)C1CCCCC1C(=O)O (centres undefined) ?
CRFR2-BP antag: -10; GalR3 antag: -9; CRFR2-BP ag: 0.3

Results for Cc1ccc(S(=O)(=O)NCCC(=O)NCC(=O)Nc2c(C)cccc2C)cc1C ?
CRFR2-BP antag: -17; GalR3 antag: -1; CRFR2-BP ag: -0.3

What do the screens show for `Nc1nc(SCc2ccccn2)c2ncn(C3OC(CO)C(O)C3O)c2n1` (centres undefined)?
CRFR2-BP antag: 4; GalR3 antag: -2; CRFR2-BP ag: -0.3

Results for CCOC(=O)C1=C(C)NC(C)=C(C(=O)OCC)C1c1cccc([N+](=O)[O-])c1 ?
CRFR2-BP antag: -8; GalR3 antag: -6; CRFR2-BP ag: -2.7

What do the screens show for `CCCCN(C(=O)c1ccc(C)c(S(=O)(=O)N2CCOCC2)c1)c1c(N)n(CC(C)C)c(=O)[nH]c1=O`?
CRFR2-BP antag: 9; GalR3 antag: -2; CRFR2-BP ag: -0.2

What do the screens show for `CC(=O)Nc1ccc(NC(=O)c2ccccc2-n2cnnn2)cc1`?
CRFR2-BP antag: -8; GalR3 antag: -4; CRFR2-BP ag: 5.1

Results for CCOc1ccc2oc(C(=O)Nc3cc(C)ccn3)c(C)c2c1 ?
CRFR2-BP antag: 1; GalR3 antag: -5; CRFR2-BP ag: 0.3

What do the screens show for `COc1ccc(Cl)cc1C(=O)NC1CC(C)(C)NC(C)(C)C1`?
CRFR2-BP antag: -1; GalR3 antag: 1; CRFR2-BP ag: 0.6

Reprinted from the part before: three compounds, followed by the next part.
What do the screens show for `CC(=O)Nc1ccc(NC(=O)c2ccccc2-n2cnnn2)cc1`?
CRFR2-BP antag: -8; GalR3 antag: -4; CRFR2-BP ag: 5.1

Results for CCOc1ccc2oc(C(=O)Nc3cc(C)ccn3)c(C)c2c1 ?
CRFR2-BP antag: 1; GalR3 antag: -5; CRFR2-BP ag: 0.3

What do the screens show for `COc1ccc(Cl)cc1C(=O)NC1CC(C)(C)NC(C)(C)C1`?
CRFR2-BP antag: -1; GalR3 antag: 1; CRFR2-BP ag: 0.6

What do the screens show for `COc1ccccc1CNC(=O)COC(=O)c1ccccc1-c1ccccc1`?
CRFR2-BP antag: 23; GalR3 antag: 4; CRFR2-BP ag: -2.1

What do the screens show for `Cc1ccc(S(=O)(=O)NCCC(=O)NCc2ccccn2)cc1`?
CRFR2-BP antag: -7; GalR3 antag: 0; CRFR2-BP ag: -1.2

Results for Cc1cc(C)nc(NS(=O)(=O)c2ccc(NCN3C(=O)c4ccccc4C3=O)cc2)n1 ?
CRFR2-BP antag: 17; GalR3 antag: -3; CRFR2-BP ag: -1.2

What do the screens show for `NC(N)=NC(=O)c1nc(Cl)c(N2CCCCCC2)nc1N`?
CRFR2-BP antag: -29; GalR3 antag: -3; CRFR2-BP ag: -0.5

Results for O=C(CSc1cccc[n+]1[O-])NC1CCCCC1 ?
CRFR2-BP antag: -6; GalR3 antag: -3; CRFR2-BP ag: 1.0

What do the screens show for `O=C(Cc1ccc(NC(=O)C2CCCN(C(=O)CCc3ccccc3)C2)cc1)Nc1ccc(C(=O)N2CCOCC2)cc1` (centres undefined)?
CRFR2-BP antag: -15; GalR3 antag: 0; CRFR2-BP ag: -1.3

How did CCOC(=O)[C@@H]1[C@H]2COc3cc(OC)ccc3[C@H]2N2C(=O)N(c3ccccc3)C(=O)[C@]12C do in these assays?
CRFR2-BP antag: 15; GalR3 antag: -3; CRFR2-BP ag: -2.2

Results for C[C@H](CO)N1C[C@H](C)[C@@H](CN(C)S(C)(=O)=O)Oc2ccc(NC(=O)c3ccncc3)cc2C1=O ?
CRFR2-BP antag: 1; GalR3 antag: 1; CRFR2-BP ag: 0.6

How did O=C1NC[C@H](Cc2ccccc2)N(C[C@H]2CCCN2C[C@H](Cc2ccccc2)N2C[C@H](Cc3ccccc3)N(CC3CCCCC3)C(=O)C2=O)C1=O do in these assays?
CRFR2-BP antag: 2; GalR3 antag: -6; CRFR2-BP ag: -0.4

What do the screens show for `COC(=O)c1ccccc1S(=O)(=O)N1CCC(C(=O)NC2CCCCC2)CC1`?
CRFR2-BP antag: 0; GalR3 antag: -3; CRFR2-BP ag: -0.7
